Screening data (PubChem)
Giardia FBPA inh – blocks Giardia fructose-bisphosphate aldolase activity. A8B2U2. purified Giardia FBPA. AID 2451. Potency, µM (top dose mostly 59.6 µM), without a hit: at the top dose activity, negative = inhibition, most hits filed as inhibitors. actives 0.71% (n = 290,000); note: potency is the fitted concentration of half-maximal effect; nearly all actives have a fitted effect of over 55% in size
Target sequence (A8B2U2 whole entry, looked up): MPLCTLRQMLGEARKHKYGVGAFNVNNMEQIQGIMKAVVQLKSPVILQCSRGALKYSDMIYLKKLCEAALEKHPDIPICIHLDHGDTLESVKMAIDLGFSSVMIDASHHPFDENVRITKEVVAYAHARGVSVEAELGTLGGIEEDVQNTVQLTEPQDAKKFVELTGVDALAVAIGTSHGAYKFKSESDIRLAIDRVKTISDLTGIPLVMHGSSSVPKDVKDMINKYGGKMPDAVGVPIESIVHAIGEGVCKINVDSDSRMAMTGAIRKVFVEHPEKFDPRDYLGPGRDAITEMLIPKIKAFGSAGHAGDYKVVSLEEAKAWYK
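Giardia FBPA (40 nM reagent) was preincubated 10 min at RT with compound (up to 57.5 uM final), then substrate plus GAPDH/TPI/NAD/arsenate coupling system with diaphorase/resazurin was added; resorufin fluorescence (525/598 nm) was read after 20 min.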
HCV inh – blocks hepatitis C virus. Huh7.5.1 HCVcc-Cre infection, luciferase reporter, 44 h. Potency, µM (titrated, usually from 41.8 µM), without a hit: at the highest dose activity change, negative = inhibition, most hits filed as inhibitors. actives 3.4% (n = 340,000); note: potency is the fitted concentration of half-maximal effect
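Whole-lifecycle infectious HCVcc-Cre system; cells 1,000/well, compound then virus (~0.5 moi) added 4 h after plating, 44 h culture. Luciferase read 15 sec following 15 min substrate incubation, room temp.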
AmpC detergent – AmpC beta-lactamase inhibition with detergent present. actives 0.041% (n = 370,000). AmpC hydrolysis of nitrocefin, absorbance 480 nm, 0.01% Triton. P00811. AID 485294. Potency, µM (titrated, usually from 114 µM), for the others: top-dose activity change, negative = inhibition, usual class: inhibitors;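 note: potency is the fitted concentration of half-maximal effect; 0% = no-compound wells and -100% = no-enzyme wells; nearly all actives have a fitted effect of over 25% in size; some results filed as inactive show a strong effect at the top dose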
Target sequence (P00811 whole entry, looked up): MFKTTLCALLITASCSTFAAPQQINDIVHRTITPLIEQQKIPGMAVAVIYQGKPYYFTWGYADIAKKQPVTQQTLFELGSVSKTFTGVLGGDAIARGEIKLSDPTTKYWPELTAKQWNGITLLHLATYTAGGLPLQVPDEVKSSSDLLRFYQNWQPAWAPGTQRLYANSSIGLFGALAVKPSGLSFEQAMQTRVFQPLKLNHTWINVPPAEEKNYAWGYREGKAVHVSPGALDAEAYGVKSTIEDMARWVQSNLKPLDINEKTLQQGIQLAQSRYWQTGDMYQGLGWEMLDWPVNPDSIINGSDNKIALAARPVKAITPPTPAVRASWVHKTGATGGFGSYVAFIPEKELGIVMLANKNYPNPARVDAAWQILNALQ
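20 mM phosphate pH 7.0 + 0.01% (detergent screen) or 0.0001% Triton X-100; 5.3 nM AmpC reagent; cpd preinc 15 min RT; nitrocefin (800 uM stock) to start; A480 q20 s × 4 min; Activity was normalised to no-enzyme and no-compound control wells.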
HCMV antiviral – inhibitors of human cytomegalovirus | actives 4.5% (n = 410,000) | activity change, negative = inhibition, % at 57.5 µM | AID 1259415 | HFF cells, HCMV-luciferase reporter, 72 h; stronger effect = lower value; in the data active = activity change below about -60%; inconclusive = no clear call, values can overlap the other calls; inactive = above about -39%
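Inhibition of viral replication was scored as loss of reporter luminescence in HFFs infected with HCMV-luciferase (MOI 1 PFU/cell) for 72 h; compounds tested at 2 doses, normalized to buffer and Salinomycin controls.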
Sm TGR block – S. mansoni TGR enzyme inhibition | Q962Y6 | purified TGR, DTNB reduction, TNB absorbance 405 nm | Potency, µM (series often up to 114 µM), without a hit: at the highest dose activity change, negative = inhibition, hits mostly inhibitors | actives 3% (n = 360,000); note: potency is the fitted concentration of half-maximal effect; nearly all actives have a fitted effect of over 60% in size
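Kinetic colorimetric format: TGR-catalysed, NADPH-driven DTNB reduction monitored via TNB absorbance. Enzyme dispensed at 20 nM; compound exposure 15 min at room temperature before reaction start.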
AMA1 RON2 block – AMA1-RON2 (P. falciparum) interaction inhibition; AlphaScreen AMA1-biotinylated RON2 peptide binding; Potency, µM (titrated, usually from 58.2 µM), without a hit: at the top dose activity change, negative = inhibition, hits mostly inhibitors; actives 0.2% (n = 360,000); AID 720542;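 note: potency is the fitted concentration of half-maximal effect; 0% = vehicle wells and -100% = peptide control; nearly all actives have a fitted effect of over 45% in size; some results filed as inactive show a strong effect at the top dose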
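AMA1 (3D7) with his tag at 25 nM final met compounds first, then biotinylated RON2 peptide at 25 nM; detection used donor plus acceptor beads, 10 µg/mL apiece, read by AlphaScreen after 30 min at room temperature.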
Numbers without * were called inactive; [ ] = dose if it differs, or a comment. Unless noted, calls come from the whole dose curve; as a rule, active = well fitted curve in the direction sought with a large enough effect; inconclusive = small, poorly fitted or top-dose-only effect, or another doubt; inactive = no such curve, though single readings can be large; an effect the other way counts as inactive or inconclusive. Unless noted, % is set by controls: 0 for no effect and ±100 for the full control effect.

Nc1n[nH]c2cccc(Cl)c12 was read as Giardia FBPA inh 5%, HCV inh -3%, AmpC detergent -12%, HCMV antiviral -38, Sm TGR block 7% and AMA1 RON2 block -6%.
CC(C)(C)c1ccc(/C=N/OCC(=O)NCc2ccccc2)cc1 was read as Giardia FBPA inh -6%, HCV inh 8%, AmpC detergent inconclusive, HCMV antiviral 4, Sm TGR block -5% and AMA1 RON2 block -1%.
Oc1oc(C=Nc2ccc(F)cc2F)c2ccccc12 was read as Giardia FBPA inh -6%, HCV inh 13%, AmpC detergent 7%, HCMV antiviral inconclusive, Sm TGR block 50µM* and AMA1 RON2 block -1%.
`CCc1ccc(NCc2cc3cc4c(cc3n(CC(=O)Nc3ccc(F)cc3)c2=O)OCCO4)cc1` gave AmpC detergent 16%, HCMV antiviral 31 and Sm TGR block -7%.
For CC(CC(=O)Nc1ccc(S(=O)(=O)N2CCOCC2)cc1)c1ccccc1 (configuration not stated) the results were Giardia FBPA inh -1%, HCV inh -9%, AmpC detergent 3%, HCMV antiviral -16, Sm TGR block 0% and AMA1 RON2 block -2%.
O=C(COC(=O)c1cc(F)cc(F)c1)Nc1cccnc1Cl was read as Giardia FBPA inh 9%, HCV inh -3%, AmpC detergent -1%, HCMV antiviral -11, Sm TGR block -5% and AMA1 RON2 block -5%.
Screening OC(Cc1ccncc1)(c1ccccc1)c1ccccc1 returned HCV inh 1%, AmpC detergent -1%, HCMV antiviral -25, Sm TGR block -21% and AMA1 RON2 block 3%.
For Cc1ccc(NC(=O)CC2S/C(=N/N=C/c3ccco3)NC2=O)cc1Cl (configuration not stated) the results were Giardia FBPA inh 2%, HCV inh -4%, AmpC detergent 1%, HCMV antiviral -24, Sm TGR block -2% and AMA1 RON2 block 63%[activator].
For CC(C)(C)n1nc2c(c1NC(=O)c1cccs1)CS(=O)C2 (configuration not stated) the results were Giardia FBPA inh -2%, HCV inh 9%, AmpC detergent -22%, HCMV antiviral 24, Sm TGR block 3% and AMA1 RON2 block 22%.
`CCCNC(=S)NCc1ccc(Cl)cc1` gave Giardia FBPA inh 7%, HCV inh 14%, AmpC detergent inconclusive, HCMV antiviral 25, Sm TGR block -9% and AMA1 RON2 block -22%.
Screening CC1(C)CC(=O)C2=C(C1)N(c1ccc(F)cc1)C(=O)CC2c1ccccc1 (configuration not stated) returned Giardia FBPA inh 0%, HCV inh 13%, AmpC detergent inconclusive, HCMV antiviral 18, Sm TGR block 2% and AMA1 RON2 block 0%.
For O=c1cc(C(F)(F)F)nc(-c2ccccc2)[nH]1 the results were Giardia FBPA inh 1%, HCV inh 12%, AmpC detergent -21%, HCMV antiviral 6, Sm TGR block -18% and AMA1 RON2 block -3%.
For Cc1sc2nc(SCC(=O)Nc3ccc(Cl)c(C(=O)O)c3)[nH]c(=O)c2c1C the results were HCV inh 1%, HCMV antiviral 0 and AMA1 RON2 block 20%.
CCOC(=O)c1ccccc1NC(=O)N(Cc1ccc(CC)cc1)Cc1cn[nH]c1-c1ccc(OC)cc1 was read as AmpC detergent 21%, HCMV antiviral -63* and Sm TGR block 0%.
CN(C)C(=S)Nc1ccc(Cl)cc1 was read as Giardia FBPA inh -4%, HCV inh 13%, AmpC detergent -6%, HCMV antiviral inconclusive, Sm TGR block 9% and AMA1 RON2 block -2%.
Cc1ccc(C(=O)NC2=NC(c3ccc(C)cc3)CC(=O)N2)cc1 (configuration not stated) was read as AmpC detergent 3%, HCMV antiviral 13 and Sm TGR block -6%.
`O=C(CNC(=O)c1ccccn1)N/N=C/c1ccccc1` gave Giardia FBPA inh -2%, HCV inh 2%, AmpC detergent inconclusive, HCMV antiviral 12, Sm TGR block 50%[activator] and AMA1 RON2 block 53%[activator].
Screening C=CCN1C(=O)NC(=O)/C(=C/c2ccc(N(C)C)c(Br)c2)C1=O returned Giardia FBPA inh -13%, HCV inh 9%, AmpC detergent 0%, HCMV antiviral -35, Sm TGR block inconclusive and AMA1 RON2 block 3%.
O=C(CN1CCN(CCC(=O)Nc2ccccc2F)CC1)Nc1ccc(F)cc1 was read as Giardia FBPA inh 1%, HCV inh 0%, AmpC detergent 0%, HCMV antiviral 33, Sm TGR block 7% and AMA1 RON2 block 7%.
`COC(=O)c1ccc(NC(=O)c2c(C(=O)Nc3ccccc3)sc3nc(C)cc(=O)n23)cc1` gave Giardia FBPA inh 4%, HCV inh -1%, AmpC detergent -1%, HCMV antiviral -14, Sm TGR block -23% and AMA1 RON2 block -2%.
CCOc1cc(NC(=S)NCCCOC)c(OCC)cc1NC(=O)c1ccco1 was read as Giardia FBPA inh -29%, HCV inh inconclusive, AmpC detergent -11%, HCMV antiviral -19, Sm TGR block -17% and AMA1 RON2 block -9%.
For O=C(Oc1ccccc1C(=O)Oc1ccccc1)c1ccco1 the results were Giardia FBPA inh -3%, HCV inh 11%, AmpC detergent -11%, HCMV antiviral 14, Sm TGR block -1%[11.4 µM] and AMA1 RON2 block 38%[activator].
Screening O=C(NCc1ccccc1OC(F)(F)F)C1CCC(=O)N(Cc2cccc(F)c2)C1 (configuration not stated) returned Giardia FBPA inh 13%, AmpC detergent inconclusive, HCMV antiviral 11, Sm TGR block 0% and AMA1 RON2 block -4%.
`COc1ccc(C2CC(=O)c3cc(-c4nc(-c5cccc([N+](=O)[O-])c5)cs4)c(=O)n(-c4ccc(OC)cc4)c3C2)cc1` (configuration not stated) gave AmpC detergent 25%, HCMV antiviral 6 and Sm TGR block 10%.
Screening CC1CCC(NC(=O)CNC(=O)Cc2cccc3ccccc23)CC1 (configuration not stated) returned Giardia FBPA inh -2%, HCV inh -21%, AmpC detergent -4%, HCMV antiviral -37, Sm TGR block 1% and AMA1 RON2 block 10%.
`CC(C)c1cc(-c2cc(-c3ccc(Cl)cc3)on2)nc(NC2CCCC2)n1` gave Giardia FBPA inh 3%, HCV inh 3%, AmpC detergent -7%, HCMV antiviral 43, Sm TGR block 6% and AMA1 RON2 block 4%.
For COc1ccc(C2Nc3ccccc3C(=O)N2NS(=O)(=O)c2ccc(C)cc2)cc1 (configuration not stated) the results were Giardia FBPA inh -7%, HCV inh inconclusive, AmpC detergent 4%, HCMV antiviral -12, Sm TGR block 0% and AMA1 RON2 block 15%.
`CC(=O)NCCOc1ccc(C(=O)O)cc1` gave Giardia FBPA inh 2%, HCV inh 5%, AmpC detergent 2%, HCMV antiviral 19, Sm TGR block 0% and AMA1 RON2 block 1%.
CCC(C)NC(=O)c1cc2n(n1)CCCN(Cc1ccc(C)cc1)C2=O (configuration not stated) was read as AmpC detergent -2%, HCMV antiviral -27 and Sm TGR block -2%.
Cc1cc(C)n2c(SCC(O)=C(C#N)c3nc4ccccc4[nH]3)nnc2n1 was read as HCV inh -1%, HCMV antiviral inconclusive and AMA1 RON2 block 55%[activator].

Brought forward from above: 2 entries; new compounds follow.
CCC(C)NC(=O)c1cc2n(n1)CCCN(Cc1ccc(C)cc1)C2=O (configuration not stated) was read as AmpC detergent -2%, HCMV antiviral -27 and Sm TGR block -2%.
Cc1cc(C)n2c(SCC(O)=C(C#N)c3nc4ccccc4[nH]3)nnc2n1 was read as HCV inh -1%, HCMV antiviral inconclusive and AMA1 RON2 block 55%[activator].
For Cn1c(=O)c2c(nc(SCCN3CCOCC3)n2Cc2ccc(F)cc2)n(C)c1=O the results were Giardia FBPA inh 7%, HCV inh 3%, AmpC detergent inconclusive, HCMV antiviral 142, Sm TGR block 7% and AMA1 RON2 block -6%.
Screening O=C(NNCc1ccccc1)c1ccccn1 returned HCV inh 8%, HCMV antiviral 29 and AMA1 RON2 block 32%[activator].
For CCOc1ccc(CCNC(=O)COC(=O)c2ccc(S(=O)(=O)N3CCCC3)cc2)cc1OCC the results were HCV inh inconclusive, AmpC detergent -4%, HCMV antiviral -14, Sm TGR block 6% and AMA1 RON2 block 0%.
For Cc1cccc(N(CC(=O)Nc2cccc(Cl)c2C)S(C)(=O)=O)c1C the results were AmpC detergent -6%, HCMV antiviral -5 and Sm TGR block 2%.
`CCOC(=O)Cc1nnc(NC(=O)c2cccc(OCC)c2)s1` gave Giardia FBPA inh 1%, HCV inh inconclusive, AmpC detergent inconclusive, HCMV antiviral 18, Sm TGR block 2% and AMA1 RON2 block 7%.
Screening Cn1cc([N+](=O)[O-])c(C(=O)N/N=C/c2ccccc2)n1 returned Giardia FBPA inh 0%, HCV inh 8%, AmpC detergent inconclusive, HCMV antiviral 31, Sm TGR block 26% and AMA1 RON2 block 13%.
Screening COc1ccc(CN2CCN(CC(=O)Nc3ccccc3C(=O)NC3CC3)CC2)cc1F returned HCV inh -1%, AmpC detergent -12%, HCMV antiviral -20, Sm TGR block -1% and AMA1 RON2 block -7%.
`Oc1c(Cl)cc(Cl)cc1C=Nc1ccc2c(c1)OCCO2` gave Giardia FBPA inh -20%, HCV inh -23%, AmpC detergent -9%, HCMV antiviral 46, Sm TGR block -29% and AMA1 RON2 block 0%.
Screening COc1ccc(S(=O)(=O)Nc2ccc(F)c(F)c2)cc1Cl returned Giardia FBPA inh -4%, HCV inh 8%, AmpC detergent -5%, HCMV antiviral 13, Sm TGR block 0% and AMA1 RON2 block 8%.
CCN(CC)S(=O)(=O)c1ccc(N2CC(C(=O)N3CCOCC3)CC2=O)cc1 (configuration not stated) was read as HCV inh 8%, AmpC detergent -16%, HCMV antiviral 18, Sm TGR block -7% and AMA1 RON2 block 1%.
Cc1ccc(Cn2cnc3ccccc32)cc1 was read as Giardia FBPA inh 5%, HCV inh inconclusive, AmpC detergent -1%, HCMV antiviral 30, Sm TGR block 2% and AMA1 RON2 block 1%.
`COc1ccc(O)c(/C=C(\C#N)C(=O)Nc2cccnc2)c1` gave Giardia FBPA inh 0%, HCV inh 31%[activator], AmpC detergent inconclusive, HCMV antiviral 8, Sm TGR block 2% and AMA1 RON2 block 20%.
For CC(Sc1n[nH]c(-c2ccccc2)n1)C(=O)c1c(N)n(C)c(=O)n(C)c1=O (configuration not stated) the results were HCV inh -24%, AmpC detergent -10%, HCMV antiviral 16, Sm TGR block -12% and AMA1 RON2 block 4%.
`COc1ccc(NC(=O)Cn2cnc3sc(C)c(S(=O)(=O)N4CCOCC4)c3c2=O)cc1Cl` gave Giardia FBPA inh 4%, HCV inh -14%, AmpC detergent -1%, HCMV antiviral -30, Sm TGR block 9% and AMA1 RON2 block -11%.
Screening c1ccc(N(c2ccccc2)c2nc(-n3ccnc3)nc(-n3ccnc3)n2)cc1 returned Giardia FBPA inh 26%, HCV inh inconclusive, AmpC detergent -6%, HCMV antiviral -38, Sm TGR block 0% and AMA1 RON2 block -2%.
CCCCN(C(=O)c1cc(=O)[nH]c2ccccc12)c1c(N)n(CCC)c(=O)[nH]c1=O was read as Giardia FBPA inh 0%, HCV inh 0%, AmpC detergent 4%, Sm TGR block 6% and AMA1 RON2 block 2%.
CCOc1ccc(C(=O)CCC(=O)N2CCN(c3ccccc3O)CC2)cc1 was read as HCV inh inconclusive, HCMV antiviral -21 and AMA1 RON2 block -5%[11.6 µM].
